HCV inhibitor: blocks hepatitis C virus | actives 3.4% (n = 340,000) | AID 651820 | Potency, µM (highest dose often 41.8 µM), for inactives: at the top dose activity change, negative = inhibition, usual class: inhibitors | Huh7.5.1 HCVcc-Cre infection, luciferase reporter, 44 h; further: potency means the concentration at half of the fitted maximal effect
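Infectious HCV cell culture screen: compound-treated cells (1,000/well, pre-plated 4 h) are infected with HCVcc-Cre at roughly 0.5 moi and grown 44 h. Infection is quantified by luciferase signal after 15 min substrate incubation at room temperature.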
FBPA Giardia inh: blocks Giardia fructose-bisphosphate aldolase activity | purified Giardia FBPA | Potency, µM (series often up to 59.6 µM), inactives show top-dose activity, negative = inhibition, actives largely listed as inhibitors | actives 0.71% (n = 290,000); further: potency means the concentration at half of the fitted maximal effect; nearly all actives have a fitted effect of over 55% in size
Target sequence (A8B2U2 whole entry, looked up): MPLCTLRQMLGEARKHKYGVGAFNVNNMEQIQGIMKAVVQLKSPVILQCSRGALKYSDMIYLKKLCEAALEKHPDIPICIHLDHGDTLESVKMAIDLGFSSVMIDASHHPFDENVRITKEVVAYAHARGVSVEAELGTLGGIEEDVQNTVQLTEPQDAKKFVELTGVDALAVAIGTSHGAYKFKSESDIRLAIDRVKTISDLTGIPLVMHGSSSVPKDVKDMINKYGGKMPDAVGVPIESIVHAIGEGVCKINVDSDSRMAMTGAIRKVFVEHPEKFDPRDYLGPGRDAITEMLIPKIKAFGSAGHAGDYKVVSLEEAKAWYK
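40 nM FBPA preincubated 10 min at RT with compound (up to 57.5 uM final), then substrate plus GAPDH/TPI/NAD/arsenate coupling and diaphorase/resazurin added. Fluorescence read after 20 min at RT, 525/598 nm.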
HCMV antiviral: inhibitors of human cytomegalovirus | HFF cells, HCMV-luciferase reporter, 72 h; hits give low values | activity change, negative = inhibition, % at 57.5 µM | actives 4.5% (n = 410,000) | AID 1259415; in the data active means activity change below about -60%; inconclusive means no clear call, values can overlap the other calls; inactive means above about -39%
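Screen run at 2 compound doses on HFFs infected with reporter HCMV, MOI 1 PFU/cell. Luciferase activity from cell lysates at 72 h post infection gave inhibition relative to buffer-only and Salinomycin wells.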
AmpC inh no detg: AmpC beta-lactamase inhibition without detergent; P00811; actives 0.52% (n = 330,000); AmpC nitrocefin hydrolysis, absorbance 480 nm, 0.0001% Triton; Potency, µM (titrated, usually from 57.1 µM), inactives show at the top dose activity change, negative = inhibition, hits mostly inhibitors; AID 485341;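 further: potency means the concentration at half of the fitted maximal effect; plate controls were no compound for no effect and no enzyme for full effect; nearly all actives have a fitted effect of over 20% in size; some results filed as inactive show a strong effect at the top dose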
Target sequence (P00811 whole entry, looked up): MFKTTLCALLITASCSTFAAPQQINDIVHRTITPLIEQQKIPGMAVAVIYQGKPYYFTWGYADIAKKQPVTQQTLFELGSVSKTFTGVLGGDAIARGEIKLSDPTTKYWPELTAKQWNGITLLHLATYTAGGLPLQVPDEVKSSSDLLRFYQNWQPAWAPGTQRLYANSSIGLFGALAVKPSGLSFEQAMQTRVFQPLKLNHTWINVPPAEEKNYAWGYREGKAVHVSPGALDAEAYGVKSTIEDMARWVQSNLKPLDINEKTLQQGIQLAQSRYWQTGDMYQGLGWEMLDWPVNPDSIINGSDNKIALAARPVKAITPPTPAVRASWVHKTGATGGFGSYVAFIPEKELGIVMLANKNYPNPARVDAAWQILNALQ
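20 mM phosphate pH 7.0 + 0.01% (detergent screen) or 0.0001% Triton X-100; 5.3 nM AmpC reagent; cpd preinc 15 min RT; nitrocefin (800 uM stock) to start; A480 q20 s × 4 min; Activity was normalised to no-enzyme and no-compound control wells.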
Sm TGR inh: S. mansoni TGR enzyme inhibition; Potency, µM (titrated, usually from 114 µM), without a hit: at the top dose activity change, negative = inhibition, hits mostly inhibitors; Q962Y6; purified TGR, DTNB reduction, TNB absorbance 405 nm; actives 3% (n = 360,000); AID 485364; further: potency means the concentration at half of the fitted maximal effect; nearly all actives have a fitted effect of over 60% in size
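TGR 20 nM + NADPH 100 uM (dispensed conc.), cpd preinc 15 min RT; start with NADPH (500 uM addition) then DTNB (15 mM addition). Kinetic TNB absorbance, 405 nm filter. Four-parameter Hill fit across titration.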
AmpC inh detg: AmpC beta-lactamase inhibition with detergent present | AmpC hydrolysis of nitrocefin, absorbance 480 nm, 0.01% Triton | Potency, µM (series often up to 114 µM), without a hit: at the highest dose activity change, negative = inhibition, hits mostly inhibitors | P00811 | AID 485294 | actives 0.041% (n = 370,000);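 further: potency means the concentration at half of the fitted maximal effect; 0% = no-compound wells and -100% = no-enzyme wells; nearly all actives have a fitted effect of over 25% in size; some results filed as inactive show a strong effect at the top dose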
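20 mM phosphate pH 7.0 + 0.01% (detergent screen) or 0.0001% Triton X-100; 5.3 nM AmpC reagent; cpd preinc 15 min RT; nitrocefin (800 uM stock) to start; A480 q20 s × 4 min; Activity was normalised to no-enzyme and no-compound control wells.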
* = called active by the depositor; u = inconclusive; x = not tested or not shown; [ ] = remark or other dose. Unless noted, the call rests on the fitted dose curve; in most records, active means well fitted curve in the direction sought with a large enough effect; inconclusive means small, poorly fitted or top-dose-only effect, or another doubt; inactive means no such curve, though single readings can be large; an effect the other way counts as inactive or inconclusive. Unless noted, on the % scale 0 is the no-effect control and ±100 the full control effect.

structure	HCV inhibitor	FBPA Giardia inh	HCMV antiviral	AmpC inh no detg	Sm TGR inh	AmpC inh detg
Cc1ccccc1-n1nc(C)c(N=O)c1N	13%	0%	-13	-17%	-15%	1%
Cc1cc(C(=O)N2CCN(c3cc(Cl)ccc3C)CC2)c2c(C)nn(-c3ccccc3)c2n1	x	x	-2	x	12%	-6%
O=C(Cn1c(=O)c2sccc2n(CC(=O)Nc2ccc(Cl)cc2Cl)c1=O)NCCc1ccccc1	x	x	-7	x	5%	22%
Nc1cc(S(=O)(=O)N2CCCCC2)ccc1N1CCOCC1	-3%	1%	31	-3%	0%	-14%
O=C(Nc1ccccc1C(=O)NC(Cc1c[nH]c2ccccc12)C(=O)O)c1ccccc1 (stereo unspecified)	20%	11%	-4	-24%	2%	-8%
N#CCSc1nnc(Nc2ccccc2)s1	-4%	-5%	23	-14%	-2%	1%
N#Cc1ccc(-c2csc(NC(=O)c3ccc(S(=O)(=O)N4CCc5ccccc5C4)cc3)n2)cc1	-12%	4%	-31	-45%	-9%	-4%
O=C(C[C@H]1C/C=C\C[C@@H](Cc2ccc(F)cc2)C(=O)O[C@H](c2ccccc2)CNC1=O)NCCO	3%	x	-38	228%[activator]	x	x
COc1ccccc1C(=O)NC(CCSC)C(=O)NCC(c1ccco1)N(C)C (stereo unspecified)	4%	9%	64	-8%	-30%	-11%
Cc1ccc(-c2nnc(N3CCN(C(=O)c4cccs4)CC3)c3ccccc23)cc1	u	4%	8	-5%	9%	3%
CCSc1nnc(NC(=O)CSc2nccn2-c2cccc(C)c2C)s1	2%	2%	46	13%	-3%	1%
Cc1nnc(N2CCN(C(=O)NC(C)C)CC2)c2nn(-c3ccccc3)c(C)c12	x	x	-14	x	-1%	19%
CS(=O)(=O)c1cccc(-c2nnc(NC(=O)c3ccc4ncsc4c3)o2)c1	11%	x	5	-15%	1%	u
CCOC(=O)[C@H]1[C@H]2COc3ccc(Br)cc3[C@@H]2N2C(=O)c3ccc(F)cc3NC(=O)[C@@]12C	u	x	-2	-23%	-9%	-14%
O=C(NC1CCCC1)C(c1ccc(F)cc1)N(Cc1ccc(F)cc1)C(=O)CCl (stereo unspecified)	u	-3%	-67*	-3%	5.6µM*	u
O=C(CCCCn1c(=O)c2ccccc2n(Cc2cccc(Cl)c2)c1=O)NCc1ccc2c(c1)OCO2	x	x	-2	x	-5%	0%
CC1Cc2ccccc2N1C(=O)CSc1nnc2c(n1)[nH]c1ccc(F)cc12 (stereo unspecified)	2%	-9%	-24	-21%	-2%	-9%
COc1ccc(N2C(=O)CC(n3c(CCCCO)nc4ccccc43)C2=O)cc1 (stereo unspecified)	11%	0%	-19	15%	8.9µM*	2%
CC(C)N(C(=O)[C@H]1C[C@H](CC(=O)NCCCn2ccnc2)C(=O)N2CCc3c([nH]c4cc(CCC(=O)N(C)C)ccc34)[C@]12C)C(C)C	-14%[8.37 µM]	x	-2	88%[activator]	x	x
COC(=O)c1sccc1S(=O)(=O)N1CCCC(N(C)CCc2ccccn2)C1 (stereo unspecified)	26%	x	-39	74%[activator]	-21%	-5%
C=CCc1ccccc1OCC(O)CN(C(C)C)C(C)C (stereo unspecified)	-12%	3%	10	6%	2%	u
COC(=O)CC1Oc2ccc(Cl)cc2-n2cc(-c3ccccc3)nc21 (stereo unspecified)	x	x	-24	x	0%	3%
O=C(NC(=S)Nc1cc(Cl)ccc1N1CCOCC1)c1ccc(-c2cccc(Cl)c2)o1	-10%	0%	29	-21%	-17%	-11%
CC(C)/C=N/NC(=O)c1cccc(N2CCCC2=O)c1	14%	-3%	-33	-15%	-6%	1%
Cc1ccc(S(=O)(=O)CCc2ccccn2)cc1	2%	2%	0	-19%	-8%	-13%
Cc1c(Cl)ccc2c1NC(=O)C21NC(CCC(N)=O)[C@H]2C(=O)N(c3ccc(Cl)cc3)C(=O)[C@H]21 (stereo partly specified)	16%	-9%	86	126%[activator]	35µM*	-15%
C#Cc1ccc([C@@H]2C=C(C(=O)NCc3nc4ccccc4[nH]3)O[C@H](OCC)[C@H]2CCCO)cc1	-22%	10%	-17	78%[activator]	-12%	-1%
O=C1CNC(=O)/C(=C\c2ccc(F)cc2)N1	17%	1%	-15	-6%	-1%	-13%
CC1=Nc2ccccc2/C1=C/c1nc(-c2ccc(C)s2)oc1O	-7%	4%	21	-46%	-11%	-7%
COC(=O)C1=C(c2ccc(C(C)=O)cc2)C[C@@H]2CC[C@H]1N2C(=O)N1CCC(C)CC1	-9%	x	-14	124%[activator]	-26%	-2%
O=C(CNC(=O)c1cccs1)OCc1c(F)cccc1Cl	8%	10%	-36	-6%	1%	-7%
C#CCOCCOCCOCCNc1nc(N2CCN(C(=O)[C@H](CCC(=O)O)n3cc(CN)nn3)CC2)nc(N2CCN(C(=O)[C@H](CCCCN)n3cc([C@@H](N)CC(N)=O)nn3)CC2)n1	21%	x	-3	-10%	x	x
COc1ccc(NC(=O)C2=C(C)C(=O)OC23CCC(C)CC3)cc1Cl (stereo unspecified)	-3%	-10%	35	17%	-12%	u
CCOC(=O)c1ccc(N/C=C\C(=O)c2cccc(OC)c2)cc1	13%	9%	43	-27%	0%	-12%
CCOc1ccc(-n2c(Cc3cc(=O)[nH]c(=O)[nH]3)nnc2SCC)cc1	18%	8%	32	-11%	-11%	-12%
Cc1ccc(N2CC(NC(=O)c3ccccc3Br)CC2=O)cc1 (stereo unspecified)	x	x	24	x	17%	0%
CN(C)/C=C(\C=O)c1ncc(C(F)(F)F)cc1Cl	-5%	8%	2	-10%	u	-6%
O=C1CCc2cc(S(=O)(=O)Nc3ccccc3)ccc2N1	-5%	x	-1	-23%	-3%	u
COCC1CCN(Cc2nc(COc3ccccc3)no2)C1 (stereo unspecified)	8%	-3%	10	7%	-22%	-1%
C=C(C)CN(CC)CCC(=O)Nc1ccc(OC)cc1OC	-7%	-23%	37	-8%	79%[activator]	-12%

Filtered by structure: the entries above containing a furan ring, fused or not
structure	HCV inhibitor	FBPA Giardia inh	HCMV antiviral	AmpC inh no detg	Sm TGR inh	AmpC inh detg
COc1ccccc1C(=O)NC(CCSC)C(=O)NCC(c1ccco1)N(C)C (stereo unspecified)	4%	9%	64	-8%	-30%	-11%
O=C(NC(=S)Nc1cc(Cl)ccc1N1CCOCC1)c1ccc(-c2cccc(Cl)c2)o1	-10%	0%	29	-21%	-17%	-11%

Going on with the list.
structure	HCV inhibitor	FBPA Giardia inh	HCMV antiviral	AmpC inh no detg	Sm TGR inh	AmpC inh detg
CCOC(=O)c1c(N2C(=O)Nc3ccccc3N2O)sc2c1CCCC2	6%	29%	-24	-30%	-4%	-10%
COc1ccccc1N(CC(=O)NCc1cccnc1)S(C)(=O)=O	13%	5%	-8	-33%	4%	-4%
CSC1=NCCN1S(=O)(=O)c1ccc(NC(C)=O)cc1	10%	11%	25	-7%	-2%	4%
COC(=O)[C@H]1C[C@H]2[C@@H]3CC[C@H]4C[C@@H](OC)CC[C@]4(C)[C@H]3CC[C@]2(C)[C@@]2(CCCO2)O1	8%	x	-1	-22%	x	x
O=C(OC1CCN(CCCl)CC1)C(c1ccccc1)c1ccccc1	32µM*	-1%	u	42%	-29%	u
CCOC(=O)N1CCc2c(sc3c2c(=O)n(CCc2ccccc2)c(=O)n3CC(=O)Nc2ccc(C)cc2)C1	x	x	-30	x	-2%	10%
CC(=O)Cc1nsc(Nc2ccc(C)cc2)n1	-15%	3%	15	-11%	10%	1%
CC(=O)N1CCN(S(=O)(=O)c2cccc(C(=O)NC3CCCc4ccccc43)c2)CC1 (stereo unspecified)	5%	3%	9	59%	3%	-1%
COc1ccc(Cl)cc1NC(=O)C(C)Sc1nc2c(c(=O)[nH]1)CCCC2 (stereo unspecified)	x	x	13	x	-7%	22%
O=C(NCc1nnnn1-c1ccc(F)c(F)c1)c1ccc2ccccc2c1	2%	x	-29	-10%	-9%	-14%
COC(=O)c1nn(-c2ccccc2)c(Sc2ccccc2)c1/C=N/O	-13%	-5%	-20	-26%	-16%	2%
O=C(NC1CC(=O)N(c2ccccc2)C1)c1cccs1 (stereo unspecified)	x	x	-36	x	7%	2%
O=C(NCCC1=CCCCC1)c1c(O)nc2ccccn2c1=O	u	15%	u	-1%	3%	-14%
O=C(CCc1nc2cccnc2n1Cc1ccccc1)N1CCOCC1	17%	0%	-18	18%	9%	-4%
CCC(=O)N1CCc2cc(S(=O)(=O)NCCC(=O)N3CCN(Cc4ccccc4)CC3)ccc21	-8%	-8%	-5	98%[activator]	-1%	-11%
CCCN(CCC)CCCNc1ccc(C(=O)Nc2cccc(OC)c2)cc1[N+](=O)[O-]	u	-3%	u	11%	-6%	-1%
CCOc1ccc(NC(=S)Nc2ccccc2C2CC2)cc1	11%	-13%	u	-10%	15%[57.1 µM]	1%
CCS(=O)(=O)N1Cc2ccccc2CC1C(=O)Nc1nnc(SCc2ccc(F)cc2)s1 (stereo unspecified)	-3%	16%	9	-31%	-3%	7%
O=C(CCc1ccc(S(=O)(=O)N2CCOCC2)cc1)Nc1ccc2ccccc2c1	u	-8%	-10	-1%	1%	-4%
COc1ccc2nc(/C(C#N)=C\c3ccc(Oc4ccc([N+](=O)[O-])cn4)cc3)[nH]c2c1	u	2%	u	u	-13%	-4%
Cc1ccc(S(=O)(=O)NCCc2cc3ccc(C)c(C)c3[nH]c2=O)cc1	-8%	2%	-2	2%	12%	-3%
CC(=O)NCCn1c(SCc2ccccc2F)nc2ccccc2c1=O	-18%	0%	-22	97%[activator]	-8%	u
Cc1cccc(CCNC(=O)C2CCN(S(=O)(=O)c3cccc4cccnc34)CC2)c1	u	x	-32	29%	-11%	-6%
CCCc1nc2ccc(NC(=O)NCCC(=O)OCC)cc2c(=O)n1Cc1cccc(Cl)c1	u	4%	u	80%[activator]	-12%	-14%
COc1cc(/C=N\n2nnnc2N)ccc1OCc1ccc(F)cc1	5%	0%	5	2%	5%	5%
O=C1c2ccccc2-c2c1nc1c([n+]2[O-])CCCC1	-1%	u	28	-17%	-2%	u
C=CCN(C(=O)CNC(=O)c1ccco1)C(C(=O)NC1CCCC1)c1cccs1 (stereo unspecified)	10%	1%	-16	-22%	x	-7%
Cc1cccnc1NC(=O)CCc1c[nH]c2ccccc12	-15%	x	4	2%	-20%	-9%
CCn1ncc(/C=N\NC(=O)COc2ccccc2)c1C	4%	1%	48	-30%	1%	u
COc1ccc(/C=N/NC(=O)c2ccc(N(C)S(=O)(=O)c3ccccc3)cc2)c(OC)c1	-26%	0%	-4	-19%	3%	7%
CC1CCCC(C)N1CCCNC(=O)c1cc2c(=O)n(C)c3ccccc3c2n1C (stereo unspecified)	-8%	-13%	53	21%	2%	u
CN(C)C(=S)SCC(=O)NCc1ccc(F)cc1	-10%	1%	-38	-15%	5%	3%

Source: PubChem (National Center for Advancing Translational Sciences (NCATS))
